# CBFb RUNX1 block = inhibitors of human CBF-beta and RUNX1 interaction; AlphaScreen CBFb-His/RUNX1-biotin binding, biochemical; Potency, µM (top dose mostly 59.8 µM), for the others: at the top dose activity, negative = inhibition, actives largely listed as inhibitors; 230,000 tested, under 10 active; AID 1477; note: % of control where 0% means no effect
# Target sequence (Q01196 whole entry, looked up): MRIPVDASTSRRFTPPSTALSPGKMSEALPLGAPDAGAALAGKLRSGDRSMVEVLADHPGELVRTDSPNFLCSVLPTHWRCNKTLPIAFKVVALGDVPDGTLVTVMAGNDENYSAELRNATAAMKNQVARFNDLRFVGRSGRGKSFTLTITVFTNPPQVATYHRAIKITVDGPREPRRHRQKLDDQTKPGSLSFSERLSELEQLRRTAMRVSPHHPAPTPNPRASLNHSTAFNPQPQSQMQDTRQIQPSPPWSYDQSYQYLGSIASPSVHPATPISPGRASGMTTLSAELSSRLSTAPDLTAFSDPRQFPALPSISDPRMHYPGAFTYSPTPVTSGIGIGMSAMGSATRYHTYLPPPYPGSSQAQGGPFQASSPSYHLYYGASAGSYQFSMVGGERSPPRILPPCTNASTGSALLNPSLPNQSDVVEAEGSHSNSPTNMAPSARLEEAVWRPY
# Target sequence (Q13951 whole entry, looked up): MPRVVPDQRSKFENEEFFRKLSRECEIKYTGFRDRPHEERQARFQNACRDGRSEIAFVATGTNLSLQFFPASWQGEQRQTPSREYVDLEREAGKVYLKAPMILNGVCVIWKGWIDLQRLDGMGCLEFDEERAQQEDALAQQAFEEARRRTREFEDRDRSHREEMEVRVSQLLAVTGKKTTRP
#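 CBF-beta (His) and RUNX1 (biotin), 30 nM each; 20 min preassociation; + compound, 15 min; + beads 50 ng each (Ni, streptavidin), 90 min; RT; AlphaScreen read.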
# IMPase Li inh = cell-permeable IMPase inhibitors with lithium potentiation. CHO-M1 cells, IP1 TR-FRET (IP-One), carbachol + lithium. Potency, µM (series often up to 59.4 µM), for the others: at the highest dose activity, negative = IMPase inhibition, most hits filed as inhibitors. actives 0.35% (n = 210,000). AID 1457;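 note: IP1 builds up when IMPase is blocked and the TR-FRET signal falls; potency is the fitted concentration of half-maximal effect; plate controls were basal vehicle for no effect and high inhibitor control for full effect; nearly all actives have a fitted effect of over 50% in size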
#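 CHO-M1, 2000 cells/well, 16–30 h culture; cpd + low Li+, 30 min 37C; lysis with d2-IP1/Eu-anti-IP1 Ab, 10 min RT; TR-FRET 665/620 ratio and 620 channel; AC50 via Hill.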
# Active calls of the source: *; ? = inconclusive; / = not tested or not shown; & = joins results of further samples. Calls come from the whole dose curve; as a rule, active = well fitted curve in the direction sought with a large enough effect; inconclusive = small, poorly fitted or top-dose-only effect, or another doubt; inactive = no such curve, though single readings can be large; an effect the other way counts as inactive or inconclusive.
SMILES,CBFb RUNX1 block,IMPase Li inh
O=C1OC2(c3cc(Br)c(O)c(Br)c3Oc3c2cc(Br)c(O)c3Br)c2c(Cl)c(Cl)c(Cl)c(Cl)c21,/,?
O=C(Nc1cccc(C(F)(F)F)c1)Nc1cc(Cl)ccc1C(=O)O,13%,/
COC(=O)[C@H](C)[C@H](CC(C)C)NC(=O)[C@H](C)[C@H](CC(C)C)NC(=O)c1ccccn1,5%,/
COc1ccc(C2C=C3CNS(=O)(=O)C3CC2OC(=O)c2cccc(C)c2)cc1 (stereo not given),-7%,/
NCCCC[C@H](NC(=O)[C@@H]1CCCN1C(=O)[C@H](CO)NC(=O)[C@H](CC(=O)O)NC(=O)CNC(=O)[C@H](CCCN=C(N)N)NC(=O)CN)C(=O)O,6%,/
CC(=O)Oc1c(C)c(C)c2c(c1C)CC[C@@](C)(CCC[C@H](C)CCC[C@H](C)CCCC(C)C)O2,5%,/
O=S1(=O)C2CC3C=CC2(CN1Cc1ccccc1)O3 (stereo not given),0%,/
COc1ccc(C2C3C=CCC(c4cccc(-c5ccc(N(C)C)cc5)c4)C3C(=O)N2Cc2ccccc2)cc1Cl (stereo not given),-16%,/
CNC(=O)C1(C(F)(F)F)C/C(=C\Cc2ccccc2)CCCO1 (stereo not given),6%,/
C=C1CCN(C(CC(C)C)C(=O)NCc2ccc(Cl)cc2)S(=O)(=O)c2ccccc21 (stereo not given),11%,/
C[C@H](N)C(=O)N[C@@H](Cc1ccc(F)cc1)C(=O)N[C@@H](CCCN=C(N)N)C(=O)N[C@@H](CC1CCCCC1)C(=O)N[C@@H](CCCCN=C(N)N)C(=O)N[C@@H](Cc1ccc(O)cc1)C(N)=O,14%,/
CSCC[C@H](NC(=O)CNC(=O)CNC(=O)[C@H](CO)NC(=O)[C@H](CCCNC(=N)N)NC(=O)[C@H](CO)NC(=O)[C@H](CC(C)C)NC(=O)[C@H](CC(C)C)NC(=O)CNC(=O)[C@H](C)NC(=O)[C@H](CC(C)C)NC(=O)[C@H](CCCNC(=N)N)NC(=O)[C@H](Cc1cnc[nH]1)NC(=O)[C@@H](NC(=O)[C@@H](N)C(C)C)[C@@H](C)O)C(=O)N[C@H](C(=O)N[C@@H](CCCCN)C(=O)N[C@@H](CO)C(=O)N[C@@H](CC(N)=O)C(=O)N[C@@H](Cc1ccccc1)C(=O)N[C@H](C(=O)N1CCC[C@H]1C(=O)N[C@H](C(=O)N[C@@H](CC(N)=O)C(=O)N[C@H](C(=O)NCC(=O)N[C@@H](CO)C(=O)N[C@@H](CCCCN)C(=O)N[C@@H](C)C(=O)N[C@@H](Cc1ccccc1)C(N)=O)C(C)C)[C@@H](C)O)C(C)C)C(C)C,15%,/
COc1ccc(CCN2CCC[C@H](CN3CCc4cc(OC)c(OC)cc4CC3=O)C2)cc1OC,?,/
COc1cccc2c1CCCC2CCCN1CCN(C2CCCCC2)CC1 (stereo not given),5%&1%,/
Cn1cc(C[C@H](C(=O)O)N2C(=O)c3ccc(C(=O)O)cc3C2=O)c2ccccc21,12%,/
COc1ccccc1C1(O)CCN(CCCn2c3ccccc3c3ccccc32)CC1,3%,/
C[C@H]1COC(=O)O1,7%,/
CC[C@H](C)[C@H](NC(=O)CNC(=O)[C@H](CCCNC(=N)N)NC(=O)[C@H](CO)NC(=O)[C@H](C)NC(=O)[C@H](Cc1ccc(O)cc1)NC(=O)[C@H](Cc1c[nH]c2ccccc12)NC(=O)[C@H](C)NC(=O)[C@@H]1CCCN1C(=O)[C@H](CC(N)=O)NC(=O)[C@@H](NC(=O)[C@H](CC(=O)O)NC(=O)[C@@H]1CCCN1C(=O)[C@@H](N)[C@@H](C)O)[C@@H](C)CC)C(=O)N[C@@H](CCCNC(=N)N)C(=O)N1CCC[C@H]1C(=O)N[C@H](C(=O)NCC(=O)N[C@@H](CCCNC(=N)N)C(=O)N[C@@H](Cc1ccccc1)C(N)=O)C(C)C,17%,/
CCOC(=O)[C@H](Cc1ccc(O)cc1)NC(=O)c1ccccc1,5%,/
CC(C)(C)OC(=O)N1CC23CC(c4ccc(F)cc4)C(CC2S1(=O)=O)O3 (stereo not given),8%,/
COC(=O)C1=C[C@@H](C(=O)OC)[C@@H]2C3=C(C(=O)C2(C)C)[C@H](c2ccccc2)[C@@H]2C(=O)N(c4ccccc4)C(=O)[C@@H]2[C@@H]3C1,6%,/
CC(=O)Nc1ccc(SCC(Cc2ccccc2)N2CCN(CCc3ccccc3)CCC2=O)cc1 (stereo not given),-9%,/
C/C(=C\COc1c2ccoc2cc2oc(=O)ccc12)CCC(O)C(C)(C)O (stereo not given),3%,/
O=C1C[C@@H](c2ccc(O)c(O)c2)Oc2cc(O[C@H]3O[C@@H](CO)[C@H](O)[C@@H](O)[C@@H]3O)cc(O)c21,-1%,/
Cc1ccc(N)c(Cl)c1,14%,/
C[C@H](NC(=O)CNC(=O)[C@@H](NC(=O)[C@H](Cc1ccccc1)NC(=O)CNC(=O)CNC[C@@H](N)Cc1ccccc1)[C@@H](C)O)C(=O)N[C@@H](CCCN=C(N)N)C(=O)N[C@@H](CCCCN)C(=O)N[C@@H](CO)C(=O)N[C@@H](C)C(=O)N[C@@H](CCCN=C(N)N)C(=O)N[C@@H](CCCCN)C(N)=O,14%,/
O=C(O)c1ccccc1Nc1cc(Cl)cc(Cl)c1,-15%,/
CC1CCC2C(C)C3C(CC4[C@@H]5CC=C6C[C@@H](O)CC[C@]6(C)C5CC[C@]34C)N2C1 (stereo not given in full),8%,/
COc1ccc(OC)c(-c2nnc3n2N=C(c2c(OC)cccc2OC)CS3)c1,-5%,/
CN(C)c1ccc(-c2ccc(C3C4C=CCCC4(C)C(=O)N3Cc3ccccc3)c(F)c2)cc1 (stereo not given),?,/
COc1ccc(-c2c(C3C4C=CCCC4(C)C(=O)N3Cc3ccccc3)ccc3ccccc23)cc1OC (stereo not given),-12%,/
Cc1cccc(C[C@H](C(=O)O)N2C(=O)c3ccc(C(=O)O)cc3C2=O)c1,15%,/
Cc1cc2c(c(C)c1Cl)C(c1ccc3c(c1)OCO3)CC(O)(c1ccccc1)O2 (stereo not given),3%,/
CCOC(=O)N1C(C)CN(/[N+]([O-])=N/Oc2ccc([N+](=O)[O-])cc2[N+](=O)[O-])CC1C (stereo not given),4%,/
O=C(O)c1ccc(O)cc1,3%,/
Cc1ccc(SCC(Cc2ccccc2)N2CCN(CCc3ccccc3)CCC2=O)cc1 (stereo not given),10%,/
O=C(O)c1ccc(S(=O)(=O)N[C@H](Cc2c[nH]c3ccccc23)C(=O)O)cc1,-2%,/
CC[C@@H](C)[C@@H](O)[C@H](C)C(=O)[C@H](C)/C=C(\C)C[C@H](C)[C@@H]1OC(=O)[C@H]1CC,-7%,/
CC(C)C(C(=O)O)N1C(=O)/C(=C/c2ccc(Br)cc2)SC1=S (stereo not given),-7%,/
OC1OC[C@@H](O)[C@H](O)[C@H]1O (stereo not given in full),3%,/
COC(=O)/C(=C\c1c(OC)cc(OC)cc1OC)C(=O)c1ccc2c(c1)OCO2,-6%,/
CCC1CC=CC2C1C(=O)N(Cc1ccccc1)C2c1ccc2ccccc2c1 (stereo not given),14%,/
C[C@@H]1C(=O)N(S(=O)(=O)c2ccccc2[N+](=O)[O-])[C@H]1c1ccc(-c2ccccc2)cc1,5%,/
CN(C)c1ccc(/C=C2\C(=O)Nc3ccccc32)c2ccccc12,?,/
Nc1nc(-c2nn(Cc3ccccc3F)c3ncccc23)ncc1C1CC1,1%,/
N[C@@H](COC(c1cccc(F)c1)c1ccccc1OCc1ccccc1)C(=O)O (stereo not given in full),18%,/
COc1cc(OC)c2c(C)cc(=O)oc2c1C(CCN1CCCCC1)c1ccc(N(C)C)cc1 (stereo not given),-28%,/
CC1CC=CC2C1C(=O)N(Cc1ccccc1)C2c1ccc(-c2ccc(N(C)C)cc2)cc1F (stereo not given),?,/

# Three structures already listed, sorted by heavy-atom count, rising:
SMILES,CBFb RUNX1 block,IMPase Li inh
CN(C)c1ccc(/C=C2\C(=O)Nc3ccccc32)c2ccccc12,?,/
Nc1nc(-c2nn(Cc3ccccc3F)c3ncccc23)ncc1C1CC1,1%,/
COC(=O)/C(=C\c1c(OC)cc(OC)cc1OC)C(=O)c1ccc2c(c1)OCO2,-6%,/

# Next records.
SMILES,CBFb RUNX1 block,IMPase Li inh
CC12CCC=CC1C(c1ccc3ccccc3c1)N(Cc1ccccc1)C2=O (stereo not given),1%,/
CCOC(OCC)OCC,13%,/
C/C=C/C(O)c1ccc2ccccc2c1 (stereo not given),?,/
CCCCCc1cc(=O)oc2c(C(CCN3CCCC3)c3ccc4c(c3)OCO4)c(OC)cc(OC)c12 (stereo not given),-14%,/
COc1cccc(-c2nnc3n2N=C(c2ccccc2OC)CS3)c1,-13%,/
Cc1cc(=O)oc2cc(NC(=O)C(CCCCN)NC(=O)C(CC3CCCCC3)NC(=O)OCC3c4ccccc4-c4ccccc43)ccc12 (stereo not given),7%,/
CCC1(CC)C(=O)C2=C3C1[C@H](C(=O)OC)C=C(C(=O)OC)C[C@H]3n1c(=O)n(C)c(=O)n1[C@H]2C (stereo not given in full),?,/
Cc1ccc(CNC(=O)[C@]2(C(F)(F)F)C[C@H](CCc3ccccc3)CCCO2)o1,?,/
CC[C@H](C)[C@H](NC(=O)[C@H](CCCNC(=N)N)NC(=O)[C@@H](NC(=O)[C@H](CCCNC(=N)N)NC(=O)[C@H](CCCCN)NC(=O)[C@H](CCCNC(=N)N)NC(=O)[C@@H](NC(=O)[C@H](CC(N)=O)NC(=O)[C@@H](N)CS)[C@@H](C)O)[C@@H](C)CC)C(=O)N[C@@H](CCC(N)=O)C(=O)N[C@@H](CCCNC(=N)N)C(=O)NCC(=O)N1CCC[C@H]1C(=O)NCC(=O)N[C@@H](CCCNC(=N)N)C(=O)N[C@@H](C)C(=O)N[C@@H](Cc1ccccc1)C(=O)N[C@H](C(=O)N[C@H](C(=O)N[C@H](C(=O)NCC(=O)N[C@@H](CCCCN)C(=O)O)[C@@H](C)CC)[C@@H](C)O)C(C)C,12%,/
O=C(O)c1ccc2c(c1)C(=O)N([C@H](Cc1ccc3ccccc3c1)C(=O)O)C2=O,-6%,/
CCC1(CC)C(=O)C2=C3C1[C@H](C(=O)OC)CC(C(=O)OC)C[C@H]3n1c(=O)n(C)c(=O)n1[C@H]2C (stereo not given in full),-26%,/
CCN1C(C)=C(C(=O)OC(C)C)C(c2ccccc2Cl)C(C(=O)O)=C1C(=O)O (stereo not given),10%,/
CSCC[C@H](N)C(=O)N[C@@H](CCCN=C(N)N)C(=O)N[C@@H](Cc1ccccc1)C(=O)N[C@@H](Cc1ccccc1)C(=O)N[C@H](C(=O)O)C(C)C,10%,/
CC(C)CCCC(C)CCCC(C)CCCC(C)C(=O)O (stereo not given),-3%,/
CC(=O)c1ccc(C2CC34CNS(=O)(=O)C3CC2O4)cc1 (stereo not given),4%,/
COc1ccc(C2=Nn3c(nnc3-c3cccc(OC)c3OC)SC2)cc1OC,-3%,/
C#C[C@]1(O)CC[C@H]2[C@H]3CCc4cc(O)ccc4[C@@H]3CC[C@@]21C,-17%,/
COc1ccc2nc3cc(Cl)ccc3c(NCCCN3CCN(CCCNc4c5ccc(Cl)cc5nc5ccc(OC)cc45)CC3)c2c1,-1%,/
COC(=O)CN1C(=O)[C@@H]2[C@H](C1=O)[C@@H]1CC(C(=O)OC)=C[C@@H](C(=O)OC)C3C1=C(C(=O)[C@@]3(C)NC(=O)c1ccccc1)[C@@H]2C (stereo not given in full),-6%,/
CCCC[C@H]1C2=C3[C@@H](CC(C(=O)OC)=C[C@@H](C(=O)OC)[C@H]3C(C)(C)C2=O)n2c(=O)n(-c3ccccc3)c(=O)n21,-2%,/
C/C=C1\COC(C(=O)NC)(C(F)(F)F)C=C1C=C1CCCCC1 (stereo not given),10%,/
COc1ccc(-c2ccc(C3C4C=CCC(C)C4C(=O)N3Cc3ccccc3)c(F)c2)cc1C (stereo not given),14%,/
CC(C)[C@H](NC(=O)[C@H](CC(=O)O)NC(=O)CNC(=O)[C@@H](N)CCCN=C(N)N)C(=O)O,8%,/
CCN(C/C=C/C#CC(C)(C)C)Cc1cccc(OCc2cc(-c3ccsc3)cs2)c1,5%,/
CC(=O)OCON[N+]([O-])=NC1CCCCC1,0%,/
COc1ccc(C(OCCN2CCC[C@H](C(=O)O)C2)(c2ccc(OC)cc2)c2ccc(OC)cc2)cc1,6%,/
O=C(O)c1ccccc1OS(=O)(=O)O,23%,/
Cc1cc(N(C)C)nc(Cl)n1,25%,/
CNc1ccc(-c2nc3ccccc3s2)cc1,2%,/
O=C1CC[C@@H](C(=O)N[C@@H](Cc2cnc[nH]2)C(=O)N[C@@H](Cc2c[nH]c3ccccc23)C(=O)N[C@@H](CO)C(=O)N[C@@H](Cc2ccc(O)cc2)C(=O)O)N1,11%,/

# Some of the compounds tested. The share of hits here may be higher or lower than overall.
